Compound activity as filed in PubChem.
Neddylation inh: blocks human cullin neddylation. P61081+Q13564. TR-FRET cullin neddylation, biochemical. calls only at 25 µM. actives 0.58% (n = 360,000). AID 651699; in the data active = inhibition above about 36%
Rpn11 block: blocks the human proteasome subunit Rpn11. human 26S proteasome, Ub4-pepOG fluorescence polarization; 20S core pre-blocked with epoxomicin. calls only at 20 µM. actives 0.59% (n = 360,000). AID 588493;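 active = inhibition at 20 µM, scaled to each plate's controls, above about 33%, limit read from the data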
CSN deneddyl inh: blocks human CSN-mediated cullin deneddylation | actives 0.38% (n = 360,000) | Q92905 | inhibition, % at 12.5 µM | Purified CSN, SCF-Nedd8-OG deneddylation, fluorescence polarization;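 active = pattern-corrected inhibition above about 35%, with an unprinted fluorescence ratio check between 0.5 and 1.5, limit read from the data, passing the limit was not always enough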;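 note: 0% = enzyme with substrate and 100% = substrate without enzyme; some results filed as inactive read as strong as hits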
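Material: human Csn5 produced in HEK293T cells; Input: enzyme 0.24 nM; Reagent: SCFSkp2-Nedd8OG substrate at 10 nM final; Dosing: 12.5 µM compound; Incubation: 90 min reaction at room temperature; Detection: fluorescence polarization of the substrate; Evaluation: % inhibition of substrate cleavage by Csn5; Control set: substrate-only high control, full reaction low control.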
MLLE-PAM2 inh: inhibitors of microRNA-mediated deadenylation, human PABP1 MLLE binding; AID 588489; GST-MLLE / FITC-PAM2 fluorescence polarization; actives 0.36% (n = 360,000); inhibition, % at 20 µM; in the data active = inhibition above about 35%, passing the limit was not always enough;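 note: plate controls were DMSO wells with GST-MLLE for no effect and wells lacking GST-MLLE protein for full effect; some results filed as inactive read as strong as hits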
MT1-MMP act inh: blocks activation of human MT1-MMP; P50281; HT1080 RFP-PRO-GFP cells, GFP/RFP ratio fluorescence, overnight; percent of plate control window, DMSO zero; GFP/RFP ratio change, % at 20 µM; actives 0.061% (n = 360,000);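 active = GFP/RFP ratio change of at least 30% with cell ATP level not reduced by more than half and red fluorescence within 50% of control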; note: strong numbers were not always called active
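Assay system: RFP-PRO-GFP reporter HT1080 cells; read-out basis: GFP/RFP fluorescence ratio; benchmarks: DMSO wells and RFP-L50D-GFP cells; doses: 20 µM single dose, 1% DMSO; schedule: overnight cell settling, then overnight compound exposure, 37 °C, 5% CO2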
SKN-1 inh: inhibitors of C. elegans SKN-1; C. elegans VP596 Pgst-4::GFP/RFP ratio, acrylamide-induced, 24 h; inhibition, % at 21.8 µM; actives 0.49% (n = 360,000);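 active = interference check ratio from 0.5 to 1.5 plus GFP to RFP signal ratio inhibition reaching or exceeding a fixed threshold, cut at about 30% in these data, passing the limit was not always enough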; note: some compounds called inactive have numbers as strong as hits
NadD block: inhibitors of Staphylococcus aureus NadD. actives 0.78% (n = 360,000). inhibition, % at 20 µM. purified NadD enzyme, colorimetric absorbance read-out; in the data active = inhibition above about 26%; note: some compounds past the cut are filed as inactive
FAS-TE inh: blocks the thioesterase domain of human fatty acid synthase; actives 0.67% (n = 360,000); recombinant FAS-TE, OMFH fluorogenic substrate, fluorescence endpoint; inhibition, % at 15 µM; P49327;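 active = compounds whose normalised, plate-corrected inhibition of enzyme fluorescence in the single-dose primary screen is 50% or more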;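 note: 0% = DMSO with enzyme and 100% = substrate without enzyme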
Rin1-Abl PPI inh: inhibitors of human Rin1-Abl protein interaction. TR-FRET Rin1/Abl binding, biochemical. inhibition, % at 7.35 µM. AID 588664. actives 0.4% (n = 360,000). P00519+Q13671; in the data active = inhibition above about 5%, passing the limit was not always enough
Numbers without * were called inactive; i = inactive; / = no result given; + = active, no number.

Order of values: NadD block, SKN-1 inh, Rin1-Abl PPI inh, Rpn11 block, MLLE-PAM2 inh, Neddylation inh, MT1-MMP act inh, FAS-TE inh, CSN deneddyl inh
CCOC(=O)C(CCCCOc1cccc(CC)c1)C(=O)OCC
  -3, 9, -2, i, 5, i, 1, 32, 3
COc1ccc(C(=O)NCCc2nnc(SCC(=O)Nc3ccccc3F)n2C)cc1
  -4, -7, 4, i, 11, i, 0, -4, -5
COC(=O)C1CCN(C(=O)CCC2CCCCC2)CC1
  -3, -4, -2, i, -17, i, -1, -9, 4
Nc1nonc1-n1nnc(C(=O)N/N=C/c2cccnc2)c1CSc1ccc(Cl)cc1
  3, 2, 5, i, -9, i, -1, 14, -1
O=C(NNc1nc2cc3c(cc2s1)OCO3)c1cccc(F)c1
  9, 2, -1, i, -139, i, 4, 9, 1
CN(CCc1ccccn1)C(=O)c1ccc(OC2CCN(CCc3ccccc3)CC2)cc1
  -9, 10, 7, i, 4, i, 0, -7, 5
O=C(COc1ccccc1[N+](=O)[O-])N(C1CCCCC1)C1CCS(=O)(=O)C1 (stereo not given)
  0, 3, 3, i, -6, i, -3, -6, -1
CC(Sc1ccsc1[N+](=O)[O-])C(=O)NCCc1ccc(Cl)cc1 (stereo not given)
  -2, 2, 1, i, 2, i, 1, 25, 5
CCCCn1nnc(NC(=S)NC(=O)c2cccs2)n1
  0, 4, -4, i, 24, i, -13, -10, -3
COc1ccc(NC(=O)CN(C)C(=O)/C=C/c2cn(Cc3ccccc3)nc2-c2cccnc2)cc1
  18, 16, 1, i, -122, i, 2, -4, 8
O=C(Oc1ccccc1)c1ccccc1
  -2, -8, 0, i, 4, i, -1, 7, -2
Cc1cc(C(=O)N/N=C/C=C/c2ccccc2)c(C)o1
  1, -4, 0, i, -3, i, 1, -12, -11
c1ccc2c(c1)C(=Nn1cnnc1)c1ccccc1-2
  -6, 1, -1, i, -1, i, 3, -6, -2
CCN1CCCSC1=S
  -2, -3, -1, i, -2, i, 0, -7, -7
COc1cc(-n2c(C)nc3cc(C(=O)O)ccc32)cc(OC)c1OC
  -3, -11, 3, i, -2, i, 1, -5, 3
CCc1cccc(NC(=O)CSc2nc(C)cs2)c1
  4, -8, -1, i, 12, i, -2, -3, -3
c1ccc(N2CCN(C3CCSC3)CC2)cc1 (stereo not given)
  1, 13, -2, i, 10, i, 2, -6, 10
Cc1cc(N2CCCC2)n2nc(C)nc2n1
  -2, 11, 1, i, 10, i, 1, -6, -1
COc1ccc(-c2onc3ccc(Cl)cc23)cc1
  -3, 6, -1, i, 24, i, -5, 7, -2
Cc1ccc(OCc2cc(C(=O)N3CCc4sccc4C3)no2)cc1C
  7, 0, -3, i, -7, i, -1, 26, -1

Reformatted: entries from further up
CC(Sc1ccsc1[N+](=O)[O-])C(=O)NCCc1ccc(Cl)cc1 (stereo not given)
  NadD block: -2 | SKN-1 inh: 2 | Rin1-Abl PPI inh: 1 | Rpn11 block: i | MLLE-PAM2 inh: 2 | Neddylation inh: i | MT1-MMP act inh: 1 | FAS-TE inh: 25 | CSN deneddyl inh: 5

CCCCn1nnc(NC(=S)NC(=O)c2cccs2)n1
  NadD block: 0 | SKN-1 inh: 4 | Rin1-Abl PPI inh: -4 | Rpn11 block: i | MLLE-PAM2 inh: 24 | Neddylation inh: i | MT1-MMP act inh: -13 | FAS-TE inh: -10 | CSN deneddyl inh: -3

COc1ccc(NC(=O)CN(C)C(=O)/C=C/c2cn(Cc3ccccc3)nc2-c2cccnc2)cc1
  NadD block: 18 | SKN-1 inh: 16 | Rin1-Abl PPI inh: 1 | Rpn11 block: i | MLLE-PAM2 inh: -122 | Neddylation inh: i | MT1-MMP act inh: 2 | FAS-TE inh: -4 | CSN deneddyl inh: 8

Carrying on:
Order of values: NadD block, SKN-1 inh, Rin1-Abl PPI inh, Rpn11 block, MLLE-PAM2 inh, Neddylation inh, MT1-MMP act inh, FAS-TE inh, CSN deneddyl inh
O=C(COC(=O)c1cc2ccccc2oc1=O)Nc1cccc(Br)c1
  -3, -3, 2, i, -3, i, 11, -7, -2
CN(C)C(CNC(=O)c1cc(S(=O)(=O)N2CCOCC2)ccc1F)c1cccs1 (stereo not given)
  -1, 9, -3, i, 3, i, 4, -4, 0
CCOC(=O)C1C(=O)NC(c2ccccc2)=NC1c1ccccc1 (stereo not given)
  -1, 4, -3, i, 6, i, 1, -5, -4
CN1CCN(S(=O)(=O)c2ccc(CNC(=O)c3ccccc3)s2)CC1
  -7, -3, 2, i, -9, i, -1, -4, -4
Cc1ccc(N2C(=O)c3cccc4c([N+](=O)[O-])ccc(c34)C2=O)c2cccnc12
  -8, -3, -1, i, -15, /, -147, -67, 0
O=C(/C=C/c1ccc(F)cc1)NCc1ccco1
  0, 9, -1, i, 7, i, 10, -4, 1
Cc1onc(-c2ccccc2)c1C(=O)N1CCCC1
  -6, -2, 2, i, -8, i, -1, -4, -4
CC1CCCCN1S(=O)(=O)c1cn(C)c(=O)n(C)c1=O (stereo not given)
  2, -4, -5, i, -8, i, 4, -3, 4
Cc1ccc(S(=O)(=O)NC(CC(N)=O)C(=O)O)cc1 (stereo not given)
  -1, 6, -2, i, 0, i, -2, -5, 0
CS(=O)(=O)N1CCCCC1c1cc(C(=O)NCc2ccc(F)cc2)no1 (stereo not given)
  0, 20, -2, i, -4, i, -1, -2, 2
CCOCCCNC(=O)C(c1ccc(C)cc1)N(Cc1cccs1)C(=O)c1ccccc1O (stereo not given)
  -8, -16, 5, i, 0, i, -7, -2, -5
CCc1nc2c(OCc3cccc(Cl)c3)cccn2c1N(C)C(C)=O
  -2, -6, 0, i, 0, i, -8, -4, 0
O=C(CN1C(=O)CCS(=O)(=O)c2ccccc21)Nc1ccc(Cl)cc1
  2, 12, 6, i, 2, i, 1, -4, 5
C[C@H]1CCCCO[C@H](CN(C)C(=O)Nc2ccc(F)cc2)[C@@H](C)CN([C@@H](C)CO)C(=O)c2cc(NC(=O)Nc3ccc4c(c3)OCO4)ccc2O1
  13, 15, -1, i, -11, i, 8, 43, -4
CC(C)C[C@@H](CO)N(Cc1ccccc1)S(=O)(=O)N(Cc1ccccc1)[C@H](CO)CC(C)C
  -9, -26, 3, i, -18, i, -12, 30, -4
COc1ccc(CN(C)C(=O)c2ccc(NC(=O)CC3SC(N4CCCC4)=NC3=O)cc2)c(OC)c1 (stereo not given)
  7, -5, 2, i, -6, i, 1, -5, -3
Cc1nc2c(C(F)(F)F)cccc2c2c1CCS2
  -2, 21, -6, i, 7, i, 0, 10, 0
COC(=O)[C@]12CCCCC=C1N(CCC1=CCCCC1)C(=O)[C@H](CC(=O)NCc1ccccc1)C2
  -2, -7, /, /, /, i, -1, 10, 2
Cc1ccc(S(=O)(=O)N2[C@@H](c3ccc(F)cc3)C(C(=O)O)=CC[C@H]2c2cccc(C)c2)cc1
  4, -5, 3, i, -15, i, -3, 2, -2
CC(C)C[C@@]12C(=O)N(c3cccc(Cl)c3)C(=O)N1[C@H](c1ccc(Br)cc1)[C@@H]1C(=O)N(C(C)(C)C)C(=O)[C@@H]12
  18, 3, 4, i, -4, i, -10, 50, -5
COc1ccc(OC)c(/C=N/N(CCC#N)C2=NS(=O)(=O)c3ccccc32)c1
  -8, 7, 4, i, 4, /, -2, -5, -1
CCO[C@H]1OC(C(=O)NCc2nc3ccccc3[nH]2)=C[C@@H](c2ccccc2)[C@@H]1CCCO
  1, 2, 2, i, 6, i, 1, 3, -8
O=C(N/N=C/c1cccc(Oc2ccccc2)c1)c1ccncc1
  -1, 4, 0, i, -6, i, -2, -1, -1
COc1ccccc1C(=O)NCC(=O)Nc1cccnc1
  -4, 1, 0, i, 1, i, 0, -4, -5
Cc1ccc(N2C(=O)CC(NCC3CCCO3)C2=O)cc1 (stereo not given)
  -2, -3, 4, i, -10, i, 0, -2, 1
COc1cccc(/C=N/N2CCN(c3ccncc3S(=O)(=O)N3CCCCC3)CC2)c1
  12, 9, -1, i, 8, i, 5, 24, -9
COc1cccc(S(=O)(=O)N(C)C[C@@H]2Oc3ncc(C#CCN(C)C)cc3C(=O)N([C@H](C)CO)C[C@H]2C)c1
  -3, 7, 0, i, -9, i, -2, -4, 3
COc1ccc(S(=O)(=O)N2CCCCCC2)cc1C(=O)Nc1ccccn1
  3, -1, 1, i, -9, i, -3, 2, 2
Cc1ccc(C(=O)N2CCN(c3nc4ccccc4n3C)CC2)cc1
  0, -11, 0, i, -5, i, 6, -6, -4
N#Cc1cccc(C2CC(OCCF)=CC(=O)O2)c1 (stereo not given)
  /, -2, /, /, /, i, -1, /, 1
CCOC(=O)c1cc(-c2ccc(N3CCOCC3)cc2)nn1-c1ccccc1C(=O)O
  9, 5, -1, +, 13, i, 0, -3, 30
CN1CCN(C(c2ccccn2)c2cc(Cl)c3cccnc3c2O)CC1 (stereo not given)
  -1, 11, 26*, i, 43*, i, -1, -7, 1
Cc1sc2nc(CN(C(=O)NC3CCCCC3)C3CCCCC3)[nH]c(=O)c2c1C
  14, 13, 0, i, 2, i, -22, 44, -1
COC(=O)c1ccc(NC(=O)CCc2nnc3ccc(NCc4ccco4)nn23)cc1
  1, 8, 3, i, -5, i, -2, -8, -3
COc1cc(/C=C2/SC(=S)N(C)C2=O)ccc1OC(=O)c1ccco1
  0, 2, -3, i, -37, i, -17, 35, 25
Cc1ccc(N(CC(=O)NCc2cccs2)S(=O)(=O)c2cccs2)cc1
  -8, 9, 3, i, 4, i, -3, 7, 5
O=C(Nc1cccc(-c2cccc(Cl)c2)c1)C1CCN(Cc2ccon2)CC1
  -6, -2, 3, i, -7, i, -1, 11, -3
O=C(Cn1cc(C(F)(F)F)cc(Cl)c1=O)NCc1ccc(Cl)cc1Cl
  -6, -8, -4, i, -16, i, 3, 2, 2
Cc1ccc(C(=O)C(NC(=O)c2ccco2)N2CCOCC2)cc1 (stereo not given)
  2, 5, 4, i, 27, i, 0, -7, -2
O=C(NCCNC(=O)c1ccccc1[N+](=O)[O-])c1ccccc1[N+](=O)[O-]
  1, -5, 1, i, -2, i, 1, -3, 2
O=C(c1ccc2ncsc2c1)N1CCCC(C(F)(F)F)C1 (stereo not given)
  1, 0, -3, i, -2, i, -1, -5, 4
c1ccc(C(NCCNC(c2ccccc2)c2ccccc2)c2ccccc2)cc1
  -4, 0, -2, i, -13, i, -11, 22, 5
Cc1ncc(CO)c(CO)c1OCC(O)CN1CCN(c2ccc(F)cc2)CC1 (stereo not given)
  1, 2, -1, i, 1, i, 4, 0, 0
C=CCn1c(=N)n(CC(O)COc2ccccc2OC)c2ccccc21 (stereo not given)
  -6, -9, 0, i, -6, i, 1, -7, -3
